GAA glycogen: alters human alpha-glucosidase cleavage of glycogen | Potency, µM (highest dose often 76.4 µM), for the others: at the highest dose activity change, negative = inhibition, most hits filed as inhibitors | P10253 | recombinant GAA, glycogen substrate, Amplex Red glucose oxidase fluorescence | actives 0.38% (n = 300,000); active = well fitted inhibition curve with a large enough effect; inconclusive = small, poorly fitted or top-dose-only effect, or another doubt; inactive = no such curve, though single readings can be large or run the other way;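 note: 0% = full enzyme reaction and -100% = no-enzyme basal signal; the screen sought inhibitors and activators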
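Natural-substrate format: glycogen cleavage by 4 nM human enzyme, glucose read by Amplex Red coupling (Ex 573, Em 610 nm). Normalized to enzyme and no-enzyme controls.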
Active calls of the source: *; ? = inconclusive; [ ] = remark or other dose. Potency is the fitted concentration of half-maximal effect. Not all compounds are listed; count on the stated rates, not on these rows.

> Cc1ccccc1-c1nc(CN2C(=O)CN=C(c3ccccc3)c3ccccc32)c(C)o1
  GAA glycogen: 1%[76.3 µM]

> CN(Cc1ccccc1)C(=O)CN1CCCC1=O
  GAA glycogen: -5%[76.3 µM]

> CN(C)C(=O)Oc1ccc(NC(=O)N2CCOCC2)cc1
  GAA glycogen: -1%[76.3 µM]

> O=[N+]([O-])c1ccc(NCCCN2CCOCC2)nc1
  GAA glycogen: 0%[76.3 µM]

> Cc1ccc(NC(=O)Cn2cc(C(=O)c3ccccc3)c3ccccc32)cc1
  GAA glycogen: -4%[76.3 µM]

> Cc1cccc(-n2c(/C=C/c3ccccc3O)nc3ccccc3c2=O)c1
  GAA glycogen: 13%[76.3 µM]

> C[C@]12CCC3C(CCC4=C/C(=N/OCC(=O)NC(CCC(=O)O)C(=O)O)CC[C@@]43C)C1CCC2O (some centres not stated)
  GAA glycogen: -3%

> C/C(=N\NC(=O)c1ccccc1O)c1c(O)n(C2CCCCC2)c(=O)[nH]c1=O
  GAA glycogen: -27%[76.3 µM]

> Cc1cccc(NC(=O)Cn2cc(C(=O)c3ccccc3)c3ccccc32)c1C
  GAA glycogen: 15%[76.3 µM]

> Cc1cc(OCC(=O)N[C@H](C(=O)O)c2ccccc2)c2c3c(c(=O)oc2c1)CCC3
  GAA glycogen: -3%[76.3 µM]

> COc1ccc(NC(=O)N2C[C@@H]3C[C@@H](C2)c2cccc(=O)n2C3)cc1
  GAA glycogen: 13%[76.3 µM]

> CN1C(=O)C(Cc2ccc(OCc3ccccc3)cc2)C(=O)N(C)C1=O
  GAA glycogen: 4%

> CC(C)(C)c1cc(OC(=O)Cc2ccccc2)ccc1O
  GAA glycogen: 3%[76.3 µM]

> O=C(C(=C1N(Cc2ccc(Cl)nc2)CCN1Cc1ccc(Cl)nc1)[N+](=O)[O-])C(Cl)Cl
  GAA glycogen: 8%

> O=C(c1ccc(F)cc1)N1CCC2(CC1)OCCO2
  GAA glycogen: 2%[76.3 µM]

> NC(N)=N/N=C/c1ccc(N(c2ccccc2)c2ccccc2)cc1
  GAA glycogen: -7%

> CC(=O)O[C@@]12CO[C@@H]1C[C@H](O)[C@@]1(C)C(=O)[C@H](O)C3=C(C)[C@@H](O)C[C@@](O)([C@@H](OC(=O)c4ccccc4)C12)C3(C)C (some centres not stated)
  GAA glycogen: 14%[76.3 µM]

> O=c1[nH]c(=S)[nH]c(O)c1/C=C1/C=c2ccccc2=N1
  GAA glycogen: -1%[76.3 µM]

> COc1ccc(CNC(=O)CCC(=O)N2C[C@H]3C[C@H](C2)c2cccc(=O)n2C3)cc1
  GAA glycogen: -7%[76.3 µM]

> CCCC12CN3CC(C)(CN(C1)C3c1c(C)[nH]c(=O)[nH]c1=O)C2=O (configuration not stated)
  GAA glycogen: -12%[76.3 µM]

> COc1cc(CNCCc2c[nH]c3ccccc23)cc(OC)c1
  GAA glycogen: 4%

> COC(=O)c1ccccc1N=Cc1c(O)[nH]c(=O)[nH]c1=O
  GAA glycogen: 0%

> Cc1ccccc1-n1nc(C)c2c1NC(=O)CSC2c1ccc(N(C)C)cc1 (configuration not stated)
  GAA glycogen: -6%[76.3 µM]

> COc1cc(CNCCc2ccc3c(c2)OCO3)ccc1O
  GAA glycogen: 3%[76.3 µM]

> CCOC(=O)c1ccc(NC(=O)N2C[C@@H]3C[C@@H](C2)c2cccc(=O)n2C3)cc1
  GAA glycogen: 8%[76.3 µM]

Retrieved by structure from above, 5 records:
> CN(Cc1ccccc1)C(=O)CN1CCCC1=O
  GAA glycogen: -5%[76.3 µM]

> CC(=O)O[C@@]12CO[C@@H]1C[C@H](O)[C@@]1(C)C(=O)[C@H](O)C3=C(C)[C@@H](O)C[C@@](O)([C@@H](OC(=O)c4ccccc4)C12)C3(C)C (some centres not stated)
  GAA glycogen: 14%[76.3 µM]

> Cc1ccccc1-n1nc(C)c2c1NC(=O)CSC2c1ccc(N(C)C)cc1 (configuration not stated)
  GAA glycogen: -6%[76.3 µM]

> Cc1ccc(NC(=O)Cn2cc(C(=O)c3ccccc3)c3ccccc32)cc1
  GAA glycogen: -4%[76.3 µM]

> CCOC(=O)c1ccc(NC(=O)N2C[C@@H]3C[C@@H](C2)c2cccc(=O)n2C3)cc1
  GAA glycogen: 8%[76.3 µM]

The main list resumes, starting 2 compounds before the break.
> COc1cc(CNCCc2ccc3c(c2)OCO3)ccc1O
  GAA glycogen: 3%[76.3 µM]

> CCOC(=O)c1ccc(NC(=O)N2C[C@@H]3C[C@@H](C2)c2cccc(=O)n2C3)cc1
  GAA glycogen: 8%[76.3 µM]

> CN(C)c1ccc(NC(=O)c2sc3nc4c(cc3c2N)N2CCC4CC2)cc1
  GAA glycogen: -12%[76.3 µM]

> Cc1nc2ccccc2c(=O)n1-c1ccc(Cl)cc1Cl
  GAA glycogen: 4%[76.3 µM]

> FC(F)(F)c1ccc(NC2=NCCCS2)cc1
  GAA glycogen: 3%

> O=C1CC(=O)N(c2ccccc2)C(=O)N1c1ccccc1
  GAA glycogen: -10%[76.3 µM]

> CCCCn1c(=O)c(C(=O)Nc2ccccn2)c(O)c2ccccc21
  GAA glycogen: 13%[76.3 µM]

> Clc1ccc2sc(C3CCNCC3)nc2c1
  GAA glycogen: -1%

> Cc1[nH]c2ccc(OCc3ccccc3)cc2c1CCN
  GAA glycogen: -12%[76.3 µM]

> Clc1ccc(CNCCc2ccc3c(c2)OCO3)cc1
  GAA glycogen: 1%

> CN1C(=O)/C(=C\c2ccc(Br)s2)C(=O)NC1=S
  GAA glycogen: 11%[76.3 µM]

> Cc1cccc(Cn2cc(C=O)c3ccccc32)c1
  GAA glycogen: -13%

> O=C(Cc1ccc(N(CCCl)CCCl)cc1)NC(Cc1ccc(Cl)cc1)C(=O)O (configuration not stated)
  GAA glycogen: 4%[76.3 µM]

> CCN(CC)C(=O)Oc1ccc(NC(=O)N2CCOCC2)cc1
  GAA glycogen: 16%[76.3 µM]

> Cc1ccccc1N1CCN(C2CCCN(C(=O)Cc3c(C)noc3C)C2)CC1 (configuration not stated)
  GAA glycogen: 3%[76.3 µM]

> CCc1ccc(-n2nc(C)c3c2NC(=O)CSC3c2ccc(C(=O)OC)cc2)cc1 (configuration not stated)
  GAA glycogen: 13%[76.3 µM]

> CCn1c(C)c(C(=O)Nc2ccc(OC)cc2)c2cc(OC)ccc21
  GAA glycogen: -1%

> COc1cccc(CNCCc2ccc3c(c2)OCO3)c1OC
  GAA glycogen: -11%[76.3 µM]

> O=C(c1ccccc1F)N1C[C@H]2C[C@@H](C1)c1cccc(=O)n1C2
  GAA glycogen: 5%[76.3 µM]

> CCCCCCn1c(=O)c(C(=O)Nc2ncccc2C)c(O)c2ccccc21
  GAA glycogen: 1%[76.3 µM]

> CCOc1cc2c(cc1OCC)-n1cccc1C(c1ccc(OC)cc1)NC2 (configuration not stated)
  GAA glycogen: -5%

> c1cncc(CNCCc2ccc3c(c2)OCO3)c1
  GAA glycogen: -1%[76.3 µM]

> CN(C)CCN(CC1CCCN(Cc2ccccc2F)C1)C(=O)Cc1c(F)cccc1F (configuration not stated)
  GAA glycogen: 14%[76.3 µM]

> O=[N+]([O-])c1ccccc1CNCCc1c[nH]c2ccccc12
  GAA glycogen: 5%[76.3 µM]

> COc1cccc(-c2nn(CCC#N)cc2C(=O)Nc2ccccc2Cl)c1
  GAA glycogen: 2%[76.3 µM]

> CCC(C)C(=O)N[C@@H](c1ccccc1)[C@@H](O)C(=O)O[C@H]1C[C@@]2(O)[C@@H](OC(=O)c3ccccc3)C3[C@](C)(C(=O)[C@H](OC(C)=O)C(=C1C)C2(C)C)[C@@H](O)C[C@H]1OC[C@@]31OC(C)=O (some centres not stated)
  GAA glycogen: -3%[76.3 µM]

> COc1ccc(C(=O)c2nc3ccccc3n2C(C)C)cc1OC
  GAA glycogen: 0%

Ordered by number of heavy atoms (rising): some entries from above.
> FC(F)(F)c1ccc(NC2=NCCCS2)cc1
  GAA glycogen: 3%

> Cc1nc2ccccc2c(=O)n1-c1ccc(Cl)cc1Cl
  GAA glycogen: 4%[76.3 µM]

> CCCCn1c(=O)c(C(=O)Nc2ccccn2)c(O)c2ccccc21
  GAA glycogen: 13%[76.3 µM]

An excerpt of the results above, for reference:
> CCCCn1c(=O)c(C(=O)Nc2ccccn2)c(O)c2ccccc21
  GAA glycogen: 13%[76.3 µM]

> Clc1ccc2sc(C3CCNCC3)nc2c1
  GAA glycogen: -1%

Further records:
> COC(=O)C(Cc1ccc(N(CCCl)CCCl)cc1)N=Cc1ccccc1O (configuration not stated)
  GAA glycogen: -3%[76.3 µM]

> Nc1cc(C(=O)Nc2ccc(Cl)cc2)ccc1N1CC2CC(C1)c1cccc(=O)n1C2 (configuration not stated)
  GAA glycogen: -7%[76.3 µM]

> Brc1cc2c(cc1CN1CCN(c3ccccc3)CC1)OCCO2
  GAA glycogen: 7%[76.3 µM]

> CCC1(OC(=O)c2ccccc2)CC(C)N(C)CC1C (configuration not stated)
  GAA glycogen: -7%[76.3 µM]

> CCCCn1c(=O)c(C(=O)Nc2ccccc2F)c(O)c2ccccc21
  GAA glycogen: 15%[76.3 µM]

> O=C1CN=C(c2cccc(Br)c2)c2cc(Br)ccc2N1
  GAA glycogen: -1%

> COc1ccc(C(=O)N2CCC3(CC2)OCCO3)cc1
  GAA glycogen: 7%[76.3 µM]

> Cc1cc(OC(C)C(=O)NCC(O)c2ccccc2)c2c3c(c(=O)oc2c1)CCCC3 (configuration not stated)
  GAA glycogen: 1%[76.3 µM]

> Cc1c2cnn(CC(=O)N3CCC4(CC3)OCCO4)c(=O)c2c(C)n1Cc1ccccc1Cl
  GAA glycogen: 2%[76.3 µM]

> CCN(CC)C(=O)c1ccc(NC(=O)C2=C(C)OCCS2)cc1
  GAA glycogen: 5%

> Oc1ccc(CC2(N3CCCC3)CCCCC2)cc1
  GAA glycogen: ?

> COc1ccc(-c2nc(CN3C(=O)CN=C(c4ccccc4)c4cc(Cl)ccc43)c(C)o2)cc1
  GAA glycogen: 14%[76.3 µM]

> CC1N=C(c2ccccc2Cl)c2cc(Br)ccc2NC1=O (configuration not stated)
  GAA glycogen: 9%

> Cc1ccc(CN2CCCN(Cc3ccccc3C)S2(=O)=O)cc1
  GAA glycogen: -16%

> CCCCCn1c(=O)c(C(=O)NC(C)c2ccccc2)c(O)c2ccccc21 (configuration not stated)
  GAA glycogen: 3%[76.3 µM]

> CC(C)CNc1c2c(nc3ccccc13)CCC2
  GAA glycogen: -8%

> Cc1c(CC(=O)N2C[C@H]3C[C@@H](C2)c2cccc(=O)n2C3)c(=O)oc2c(C)c(O)ccc12
  GAA glycogen: 10%[76.3 µM]

> O=[N+]([O-])c1ccc(CNCCc2ccccc2)cc1
  GAA glycogen: 4%[76.3 µM]

> COc1cc(C(=O)NC(=S)N2C[C@H]3C[C@H](C2)c2cccc(=O)n2C3)cc(OC)c1OC
  GAA glycogen: -9%[76.3 µM]

> CCCOc1ccc(C2SCC(=O)Nc3c2c(C)nn3-c2cccc(C)c2)cc1OC (configuration not stated)
  GAA glycogen: -11%[76.3 µM]

> COc1ccccc1CC(=O)N1CCN(CCc2ccccc2)CC1
  GAA glycogen: 0%[76.3 µM]

> COc1ccc(Oc2c(C)oc3cc(OC(=O)N(C)C)ccc3c2=O)cc1
  GAA glycogen: -8%

> CCOC(=O)COc1ccc(/C=C2\C(=O)NC(=S)N(c3ccc(OC)cc3)C2=O)cc1OC
  GAA glycogen: -8%

> COc1ccccc1NC(=O)N1C[C@@H]2C[C@@H](C1)c1cccc(=O)n1C2
  GAA glycogen: 17%[76.3 µM]

> O=S(=O)(NC1CCCCCCC1)OCC(Cl)(Cl)Cl
  GAA glycogen: 12%[76.3 µM]

> Cc1cc(/C=C2\C(=O)NC(=O)N(c3ccc(Cl)cc3)C2=O)c(C)n1-c1cccc(C(=O)O)c1
  GAA glycogen: -4%
